Assay outcomes (PubChem BioAssay)
SR-BI DiI-HDL act: enhances SR-BI lipid uptake from DiI-HDL; CHO ldlA[mSR-BI] cells, DiI-HDL uptake fluorescence, 3 h; 100 = double the neutral-control signal; activation, % at 12.5 µM; 320,000 compounds, 0.096% hits;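 active means mean replicate activation of at least 60% and every replicate at or above 60%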;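 further: 0% = median plate neutral-control signal and 100% = twice that signal; values of inactives mirror those of a sister screen read the other way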
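Material: SR-BI-overexpressing, LDLR-lacking CHO cells | Dosing: Single compound concentration, delivered by pin transfer | Probe or stimulus: Labelled HDL, 10 µg/mL | Signal: Bottom-read cell fluorescence after medium removal, ex 550/em 595 nm | Schedule: 3 h, 37 °C | Evaluation: HDL uptake via cellular fluorescence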
PfHsp90 yeast 2: inhibits growth of yeast expressing Plasmodium falciparum Hsp90 | S. cerevisiae expressing PfHsp90, BacTiter-Glo ATP, 48 h; yeast lacking PDR1 and PDR3 efflux regulators | 310,000 compounds, 0.32% hits | inhibition, % at 9.4 µM;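 active means every replicate shows inhibition above about 80%, whatever the replicate mean, limit read from the data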;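 further: 0% = DMSO neutral controls and 100% = 20 µM radicicol positive controls; yeast relying on Plasmodium falciparum Hsp90 in place of its own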
NSD2 inh: inhibitors of human histone methyltransferase NSD2; inhibition, % at 12.5 µM; 310,000 compounds, 0.54% hits; NSD2 peptide methylation, AlphaScreen, 120 min; O96028; in the data active means inhibition above about 50%
PvdQ inh: blocks Pseudomonas aeruginosa PvdQ acylase activity | purified PvdQ acylase, fluorescence plate reader | inhibition, % at 10 µM | 340,000 compounds, 0.063% hits | AID 488965; in the data active means inhibition above about 30%, passing the limit was not always enough;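 further: 0% = vehicle neutral wells and 100% = reference inhibitor wells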
CAL PDZ FP-1: blocks peptide binding to the human CAL PDZ domain | 300,000 compounds, 0.92% hits | purified CAL PDZ, TMR-peptide fluorescence polarization, 1 h | AID 602252 | Q9HD26 | inhibition, % at 24.9 µM;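 active means mean inhibition of at least 30% with at least half of replicates also reaching 30%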;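 further: 0% = DMSO neutral control and 100% = excess unlabeled competitor peptide PRC23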
SR-BI HDL uptake: mouse SR-BI HDL lipid transfer inhibition; Q61009; ldlA[mSR-BI] CHO cells, DiI-HDL uptake fluorescence, 3 h; inhibition, % at 12.5 µM; 320,000 compounds, 0.96% hits; AID 488896;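 active means mean replicate inhibition of at least 70% and a set share of replicates each scoring 70 or more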;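 further: 0% = median of neutral control wells and 100% = median of positive control wells; values of inactives mirror those of a sister screen read the other way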
Target sequence (Q61009 whole entry, looked up): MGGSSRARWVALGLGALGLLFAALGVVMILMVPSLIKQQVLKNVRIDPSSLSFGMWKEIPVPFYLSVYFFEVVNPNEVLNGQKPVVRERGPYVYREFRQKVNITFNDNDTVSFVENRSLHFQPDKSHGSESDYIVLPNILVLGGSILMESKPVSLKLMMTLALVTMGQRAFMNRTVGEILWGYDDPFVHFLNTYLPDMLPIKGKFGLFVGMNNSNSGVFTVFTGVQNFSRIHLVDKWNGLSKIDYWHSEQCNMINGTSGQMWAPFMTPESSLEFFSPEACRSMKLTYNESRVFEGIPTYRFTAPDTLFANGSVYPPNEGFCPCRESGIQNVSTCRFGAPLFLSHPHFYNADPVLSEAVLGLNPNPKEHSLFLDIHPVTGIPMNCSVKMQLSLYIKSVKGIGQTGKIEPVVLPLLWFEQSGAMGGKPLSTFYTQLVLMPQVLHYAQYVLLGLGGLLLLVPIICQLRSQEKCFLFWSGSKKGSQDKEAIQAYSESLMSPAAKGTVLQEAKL
CAL PDZ FP-2: blocks peptide binding to human CAL PDZ domain. Q9HD26. purified CAL PDZ, TMR-peptide fluorescence polarization, 1 h. inhibition, % at 20 µM. 330,000 compounds, 0.02% hits. AID 504414;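 active means highest replicate inhibition of at least 40%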;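 further: plate controls were DMSO neutral control wells for no effect and unlabeled competitor peptide control wells for full effect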
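System: tagged CAL PDZ domain. Schedule: 1 h room-temperature incubation prior to read. Signal: fluorescence polarization (mP). Measure: percent inhibition from loss of millipolarization.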
MITF TRPM1 HTS: MITF TRPM1 promoter activation in melanoma cells. SK-MEL-5 TRPM1-promoter luciferase, 24 h; % of positive control, neutral wells = 0. AID 588334. activation, % at 12.5 µM. 300,000 compounds, 0.75% hits;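 active means mean activation of at least 80% with every replicate also reaching 80%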;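 further: 0% = neutral control wells and 100% = parthenolide positive control wells; values of inactives mirror those of a sister screen read the other way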
dFosB activator: mouse delta FosB homodimer activation; AID 493131; activation, % at 25 µM; 340,000 compounds, 0.99% hits; P13346; purified delta FosB, TAMRA-CDK5 oligo fluorescence polarization; percent of positive-control signal above neutral wells;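 active means mean activation above about 17%, with every replicate also reaching it, limit read from the data, passing the limit was not always enough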;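 further: fluorescence polarization rise as delta FosB binds a TAMRA Cdk5 AP-1 oligo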
Rtt109 Vps75: blocks Candida albicans Rtt109/Vps75 acetyltransferase activity; inhibition, % at 34.9 µM; Q5AAJ8; purified Rtt109/Vps75, ThioGlo CoA-SH fluorescence, 4 h; 330,000 compounds, 0.16% hits;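 active means inhibition of at least 50% in every replicate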
Target sequence (Q5AAJ8 whole entry, looked up): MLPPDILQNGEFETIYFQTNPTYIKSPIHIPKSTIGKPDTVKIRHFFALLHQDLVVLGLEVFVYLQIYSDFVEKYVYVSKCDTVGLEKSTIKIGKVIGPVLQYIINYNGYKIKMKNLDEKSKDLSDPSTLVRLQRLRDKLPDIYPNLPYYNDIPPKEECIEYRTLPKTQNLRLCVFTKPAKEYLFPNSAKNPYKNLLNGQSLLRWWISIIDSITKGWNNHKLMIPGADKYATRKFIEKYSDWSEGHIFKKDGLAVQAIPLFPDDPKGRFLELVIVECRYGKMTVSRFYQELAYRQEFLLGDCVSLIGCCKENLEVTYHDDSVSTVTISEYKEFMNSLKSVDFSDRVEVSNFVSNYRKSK
Numbers without * were called inactive; · = no result given.

1. C=CC[C@H](CC(=O)NCCO)C(=O)NC[C@@H](OC(=O)[C@@H](CC=C)Cc1ccc(F)cc1)c1ccccc1
2. COc1ccccc1CNC(=O)c1cc(S(=O)(=O)N2CCOCC2)cn1C
3. C=CCn1c(SCc2n[nH]c(=S)n2-c2ccccc2)nnc1-c1ccccc1
4. COC(=O)c1ccc(N2CCN(CCNC(=O)Nc3ccc(OC)cc3)CC2)cc1
5. Cc1cc(/C=N/O)c(C)n1-c1ccccc1
6. Cc1ccc(C2CC(=O)NC3=C2C(=O)CCC3)cc1Br (configuration not stated)
7. CCCn1c(SCC(=O)Nc2ccc(NC(=O)CC)cc2)nc2c1c(=O)n(C)c(=O)n2C
8. CNC(=S)Nc1cccc(Cl)c1C

screen / no.	1	2	3	4	5	6	7	8
SR-BI DiI-HDL act	-21	30	15	-16	-22	-4	·	3
PfHsp90 yeast 2	-11	-10	-11	-29	-2	7	-7	3
NSD2 inh	·	·	0	6	35	·	-1	-3
PvdQ inh	1	2	-14	-15	9	-16	-3	-9
CAL PDZ FP-1	-4	·	-5	-2	4	·	-2	0
SR-BI HDL uptake	21	-30	-15	16	22	4	·	-3
CAL PDZ FP-2	-0.5	-0.3	-1.0	0.5	0.3	-0.4	-3.1	0.4
MITF TRPM1 HTS	0	·	-11	3	9	-4	-11	-6
dFosB activator	3	-7	3	-5	2	-11	-6	9
Rtt109 Vps75	4	1	6	3	1	0	2	4

9. COc1cc2c(cc1O)CC[C@@H]1[C@@H]2CC[C@]2(C)[C@@H](O)CC[C@@H]12
10. O=C(NC(=S)Nc1ccc(O)cc1)c1cncc(Br)c1
11. Cc1ccc2nc(SCC(=O)Nc3cccc4ccccc34)nc(=O)n2c1
12. Cc1ccc(/C(C#N)=C\c2ccc(N3CCOCC3)o2)cc1
13. COc1ccc(S(=O)(=O)N2CCOCC2)cc1NC(=O)CN1C(=O)CN(C)C1=O
14. CCN(CC)S(=O)(=O)c1cc(C(=O)OC(C)C(=O)NCc2ccco2)ccc1C (configuration not stated)
15. Cn1cc(S(=O)(=O)N2CCCC2)cc1C(=O)NCc1ccc(Cl)cc1
16. N#C/C(=C/c1cn(CC(=O)O)c2ccccc12)c1ccc(F)cc1

screen / no.	9	10	11	12	13	14	15	16
SR-BI DiI-HDL act	-12	3	0	-45	·	-3	9	58
PfHsp90 yeast 2	-1	-15	·	-30	24	-5	-2	-14
NSD2 inh	·	7	2	2	0	-1	·	5
PvdQ inh	-11	-18	10	-10	-6	-9	3	-13
CAL PDZ FP-1	0	-8	-1	-2	-19	-6	·	0
SR-BI HDL uptake	12	-3	0	45	4	3	-9	-58
CAL PDZ FP-2	-0.4	0.3	-3.3	-2.3	-1.6	-0.4	-0.4	0.3
MITF TRPM1 HTS	-15	·	-2	46	9	-15	·	-3
dFosB activator	0	0	-4	-15	-3	-3	0	2
Rtt109 Vps75	3	0	11	-12	-4	0	-5	-1

17. COc1cc([N+](=O)[O-])ccc1NC(=O)CCCOc1ccc(C)cc1
18. CC(=O)Oc1ccc2c(=O)c(Oc3ccccc3)c(C)oc2c1OC(C)=O
19. COc1cccc(C2C3=C(N=C4SCC(=O)N42)c2ccccc2CC3)c1OC (configuration not stated)
20. COc1ccccc1NC(=O)COC(=O)/C=C/c1ccccc1[N+](=O)[O-]
21. CCCN1CCn2c3c(c4cc(Br)ccc42)CCCC31 (configuration not stated)
22. CN(C)S(=O)(=O)Oc1ccsc1C(=O)Nc1ccccc1Cl
23. COC(=O)c1ccccc1NC(=O)Cn1ccnc1
24. O=C(Nc1nnc(-c2ccco2)s1)C1CCN(S(=O)(=O)c2ccc(Cl)cc2)CC1

screen / no.	17	18	19	20	21	22	23	24
SR-BI DiI-HDL act	-13	12	3	27	-32	-65	22	12
PfHsp90 yeast 2	-8	9	-37	-6	11	-20	13	-16
NSD2 inh	-1	14	1	-3	4	-2	-3	-2
PvdQ inh	-3	-12	-11	-5	-4	-1	-6	-11
CAL PDZ FP-1	4	-1	-6	-2	·	-1	4	-3
SR-BI HDL uptake	13	-12	-3	-27	32	65	-22	-12
CAL PDZ FP-2	-4.0	-1.6	-1.5	-0.7	-1.4	-0.8	-1.1	1.2
MITF TRPM1 HTS	2	-1	-14	7	36	13	-11	-3
dFosB activator	-23	-13	-6	-4	-2	4	-3	-8
Rtt109 Vps75	0	-22	2	2	5	-20	2	-1

25. O=C(CCSc1nc(-c2ccco2)cc(C(F)(F)F)n1)NCC1CCCO1 (configuration not stated)
26. COc1ccc(C(=O)NC(=S)SCC(=O)O)cc1
27. CC(C)(C)n1nc2c(c1NC(=O)COc1ccc3ccccc3c1)CS(=O)C2 (configuration not stated)
28. Cc1ccccc1NC(=O)CCn1c(=O)oc2ccccc21
29. Cc1nccn1-c1c([N+](=O)[O-])c(=O)n(C)c2ccccc12
30. Cc1nc2ccc(C(=O)N/N=C/c3ccccc3O)cc2[nH]1
31. Cc1cnc(C(=O)OCC(=O)N2CC(C)CC(C)C2)cn1 (configuration not stated)
32. CC(C)CCn1c(N2CCCC2)nc2c1c(=O)[nH]c(=O)n2C

screen / no.	25	26	27	28	29	30	31	32
SR-BI DiI-HDL act	-23	·	-26	4	8	-68	7	-16
PfHsp90 yeast 2	22	9	-15	-7	16	-4	-12	-7
NSD2 inh	-4	-13	·	·	15	2	-2	-1
PvdQ inh	-1	-11	-13	4	-5	-3	-14	-22
CAL PDZ FP-1	-4	-2	-4	·	2	-4	0	-1
SR-BI HDL uptake	23	·	26	-4	-8	68	-7	16
CAL PDZ FP-2	-0.6	0.9	-1.8	-0.6	-0.1	-3.0	-0.1	0.4
MITF TRPM1 HTS	-3	17	4	·	2	40	-11	·
dFosB activator	5	0	-10	3	2	-17	2	3
Rtt109 Vps75	4	2	-6	-1	-2	-4	1	-5

3 entries from above, with two lines to a compound.
Every second line gives: SR-BI DiI-HDL act, PfHsp90 yeast 2, NSD2 inh, PvdQ inh, CAL PDZ FP-1, SR-BI HDL uptake, CAL PDZ FP-2, MITF TRPM1 HTS, dFosB activator, Rtt109 Vps75
(29) Cc1nccn1-c1c([N+](=O)[O-])c(=O)n(C)c2ccccc12
→ 8, 16, 15, -5, 2, -8, -0.1, 2, 2, -2
(26) COc1ccc(C(=O)NC(=S)SCC(=O)O)cc1
→ ·, 9, -13, -11, -2, ·, 0.9, 17, 0, 2
(30) Cc1nc2ccc(C(=O)N/N=C/c3ccccc3O)cc2[nH]1
→ -68, -4, 2, -3, -4, 68, -3.0, 40, -17, -4

Additional structures follow:
33. O=C(Cn1cccn1)N1CCCC(N2CCN(c3ccccc3F)CC2)C1 (configuration not stated)
34. COc1ccccc1-n1c(SCC(=O)N2CCOCC2)nc2cccnc21
35. CNC(=S)Nc1ccc(Br)cc1
36. O=C1c2cccnc2C(Nc2cccc(F)c2)N1Cc1ccco1 (configuration not stated)
37. CCOC1=NN(c2ccccc2)C(=O)/C1=C\N(C)C
38. O=C(O)C1CCC(CNS(=O)(=O)c2ccc(Cl)cc2)CC1 (configuration not stated)
39. CCc1ccccc1N1C(=O)CC(Sc2nccc(C)n2)C1=O (configuration not stated)
40. Cc1cc(=O)oc2ccc(OC(C)C(=O)O)cc12 (configuration not stated)

screen / no.	33	34	35	36	37	38	39	40
SR-BI DiI-HDL act	16	32	10	10	13	3	6	-5
PfHsp90 yeast 2	2	-16	-7	16	-15	42	-5	-10
NSD2 inh	1	-2	-2	1	2	2	-2	-2
PvdQ inh	-20	5	4	-14	3	-4	-15	2
CAL PDZ FP-1	-1	·	-2	-4	-6	0	100*	-1
SR-BI HDL uptake	-16	-32	-10	-10	-13	-3	-6	5
CAL PDZ FP-2	-1.7	-1.3	-0.4	-3.2	-1.8	-0.7	·	-0.2
MITF TRPM1 HTS	6	-1	-16	4	-11	-7	-8	1
dFosB activator	3	3	-3	-7	3	-3	-4	6
Rtt109 Vps75	-19	3	2	2	·	9	4	1

41. COc1ccc(CC(=O)OCC(=O)NC(=O)Nc2ccccc2F)cc1
42. CCCc1nn(-c2cc(Cl)ccc2OC)c2c1C(=O)CCC2
43. O=C(O)c1cn2c3c(ccc(Cl)c3c1=O)OCC2
44. O=C(C1CCN(C2CCN(C/C=C/c3ccccc3)CC2)CC1)N1CCOCC1
45. CC(=O)c1ccc(N2Cc3ccccc3C2=NC(=O)c2cccs2)cc1
46. Cc1cccc(COc2ccccc2/C=N/Nc2ccc([N+](=O)[O-])cc2)c1
47. COCCn1c(SCc2nc3ccccc3s2)nc2ccccc21
48. O=C(CSc1nc(C(F)(F)F)cc(=O)[nH]1)N1CCCC1

screen / no.	41	42	43	44	45	46	47	48
SR-BI DiI-HDL act	14	-36	7	13	-10	-24	-17	33
PfHsp90 yeast 2	-2	10	17	·	5	14	5	11
NSD2 inh	0	·	3	-3	2	-3	-2	0
PvdQ inh	-3	-17	12	-14	-12	7	-1	-19
CAL PDZ FP-1	2	-2	-1	-2	-1	-4	1	·
SR-BI HDL uptake	-14	36	-7	-13	10	24	17	-33
CAL PDZ FP-2	0.8	-0.7	-1.4	-0.5	-0.7	·	-2.1	-5.1
MITF TRPM1 HTS	0	-8	·	10	94*	2	28	-4
dFosB activator	-7	-4	0	1	-17	-15	-13	-4
Rtt109 Vps75	-9	-1	14	-17	5	-44	11	-1

The closing 3 entries of the part before are carried over, then new ones follow.
46. Cc1cccc(COc2ccccc2/C=N/Nc2ccc([N+](=O)[O-])cc2)c1
47. COCCn1c(SCc2nc3ccccc3s2)nc2ccccc21
48. O=C(CSc1nc(C(F)(F)F)cc(=O)[nH]1)N1CCCC1
49. CC(C)CC(NS(=O)(=O)c1ccccc1S(=O)(=O)NC(CC(C)C)C(=O)O)C(=O)O (configuration not stated)
50. CCN1C[C@@H]2[C@@H]3C(=O)N(Cc4ccccc4)C(=O)[C@@H]3[C@](Cc3ccccc3)(C1=O)N2C(=O)c1ccc(Cl)c(Cl)c1
51. COc1ccc(-n2c(C)cc(C(=O)CSc3nnc(-c4cccs4)o3)c2C)cc1
52. CCO[C@@H]1OC(C(=O)Nc2ccccc2)=C[C@H](c2ccc(Br)cc2)[C@H]1CCCO
53. COC(=O)c1ccccc1NC(=O)Cn1c(-c2nonc2N)nc2ccccc21
54. CCCC(=O)c1ccc(N2CCN(S(=O)(=O)c3ccccc3)CC2)c(F)c1
55. CCOC(=O)CSc1nc2c(cnn2-c2ccc(Cl)cc2)c(=O)[nH]1

screen / no.	46	47	48	49	50	51	52	53	54	55
SR-BI DiI-HDL act	-24	-17	33	30	18	13	-28	2	-10	18
PfHsp90 yeast 2	14	5	11	-9	25	6	-20	2	5	-1
NSD2 inh	-3	-2	0	·	·	-3	·	0	2	-1
PvdQ inh	7	-1	-19	-10	-13	14	-12	-14	7	-3
CAL PDZ FP-1	-4	1	·	0	-8	-5	-3	1	-2	5
SR-BI HDL uptake	24	17	-33	-30	-18	-13	28	-2	10	-18
CAL PDZ FP-2	·	-2.1	-5.1	-0.2	0.4	-0.8	0.3	-0.7	·	-0.6
MITF TRPM1 HTS	2	28	-4	17	0	-20	-5	-27	9	0
dFosB activator	-15	-13	-4	1	-1	-11	-11	8	3	-10
Rtt109 Vps75	-44	11	-1	-12	-9	-3	12	7	-1	7
